MRP1 act: activators of MRP-1. H69AR cells + doxorubicin, viability rescue, CellTiter-Glo. viability increase, % at 10 µM. actives 0.61% (n = 140,000). AID 799;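 active = viability gain under doxorubicin at or above a set limit, the compound median plus 3 SD, cut at about 4.7% in these data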;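 also: MRP-1 overexpressing cells given doxorubicin 25 µM after compound pretreatment; 18-22 h compound pretreatment then 72 h with doxorubicin before readout; 0% = doxorubicin-only wells and 100% = vehicle-treated cells without doxorubicin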
bCat KO growth: beta-catenin-lacking colon tumor cell growth suppression; HCT116 beta-catenin knockout viability, CellTiter-Glo, 60 h; active compounds read low; viability, % at 10 µM; actives 1.5% (n = 140,000); AID 818;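 active = viability at or under a set limit, the compound median less 4 SD, cut at about 6% in these data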;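 also: 0% = Hyamine 1622 control at 20 µM and 100% = untreated cell control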
NPY Y2 blocker: NPY-Y2 (human) receptor antagonism | NPY-Y2 expressing cells, antagonist mode | inhibition, % at 2.7 µM | AID 793 | actives 0.99% (n = 140,000) | P49146; in the data active = inhibition above about 17%;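 also: 0% = vehicle with agonist challenge and 100% = reference antagonist with challenge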
Target sequence (P49146 whole entry, looked up): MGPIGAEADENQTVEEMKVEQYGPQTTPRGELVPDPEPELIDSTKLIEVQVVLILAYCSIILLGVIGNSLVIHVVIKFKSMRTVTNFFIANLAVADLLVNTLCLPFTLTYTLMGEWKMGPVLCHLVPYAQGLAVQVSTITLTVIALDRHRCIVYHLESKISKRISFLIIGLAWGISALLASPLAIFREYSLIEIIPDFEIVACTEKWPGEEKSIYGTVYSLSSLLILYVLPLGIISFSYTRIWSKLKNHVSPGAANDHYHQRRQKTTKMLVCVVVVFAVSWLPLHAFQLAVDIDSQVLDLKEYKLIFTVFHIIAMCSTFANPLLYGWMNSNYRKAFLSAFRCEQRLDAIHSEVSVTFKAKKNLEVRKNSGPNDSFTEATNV
HCT116 PTEN-null: PTEN-deleted cell growth suppression; HCT116 PTEN-null viability, CellTiter-Glo, 60 h; active compounds read low; viability, % at 10 µM; actives 1.2% (n = 140,000); AID 827;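 active = viability at or below a set limit, 4 SD under the median of all tested compounds, cut at about 3.7% in these data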;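 also: PTEN knockout HCT116 line with beta catenin targeted HCT116 as companion control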
Yeast growth inh: yeast BB579 growth reduction in restrictive medium. S. cerevisiae BB579 growth, OD615, 48 h. inhibition, % at 10 µM. actives 0.51% (n = 140,000). AID 804;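 active = inhibition above a set limit, 3 SD over the mean compound inhibition, cut at about 44% in these data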; also: inactives centre near -24
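System: Saccharomyces cerevisiae DeaD strain BB579, replicative lifespan model yeast. Buffer or medium: restrictive glucose-based CSMM-D medium. Doses: one dose, 10 µM compound with 0.25% DMSO. Timing: 4 h preincubation and 48 h exposure at 30 °C. Detection: turbidity as optical density at 615 nm. Benchmarks: amphotericin B 10 µg/mL, positive.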
Yeast life ext: extends the lifespan of yeast; actives 0.68% (n = 130,000); inhibition of the nicotinamide effect, % at 10 µM; AID 775; S. cerevisiae growth with nicotinamide, OD615; deaD strain in restrictive glucose medium;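 active = inhibition above a set limit, placed 3 SD over the median of all compounds, cut at about 26% in these data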;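 also: 0% = nicotinamide-treated wells and 100% = cells grown without nicotinamide; some compounds called inactive have numbers as strong as hits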
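Test system: DeaD-strain S. cerevisiae / Buffer or medium: restrictive glucose medium / Also added: nicotinamide 1.5 mM / Doses: one concentration, 10 µM, DMSO 0.25% / Schedule: 48 h at 30 °C / Signal: OD615 measurement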
Phagocytosis inh: blocks phagocytosis by macrophages; J774A.1 macrophage IgG-bead phagocytosis, imaging; inhibition, % at 5 µM; actives 0.07% (n = 110,000);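 active = inhibition above the mean of the plate negative controls plus 5 SD, cut at about 13% in these data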;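 also: phagocytic index as fraction of beads internalized from green versus red external bead signal; plate controls were DMSO negative control for no effect and cytochalasin-D positive control for full effect; some results beyond the cut were filed as inactive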
GALR2 antag: GALR2 (human) receptor antagonism. GALR2-expressing cells, antagonist mode. inhibition, % at 4 µM. actives 0.39% (n = 140,000); in the data active = inhibition above about 27%;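 also: cells stimulated with galanin 1-16 at roughly its EC80; 0% = agonist challenge control and 100% = basal control without agonist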
Target sequence (O43603 whole entry, looked up): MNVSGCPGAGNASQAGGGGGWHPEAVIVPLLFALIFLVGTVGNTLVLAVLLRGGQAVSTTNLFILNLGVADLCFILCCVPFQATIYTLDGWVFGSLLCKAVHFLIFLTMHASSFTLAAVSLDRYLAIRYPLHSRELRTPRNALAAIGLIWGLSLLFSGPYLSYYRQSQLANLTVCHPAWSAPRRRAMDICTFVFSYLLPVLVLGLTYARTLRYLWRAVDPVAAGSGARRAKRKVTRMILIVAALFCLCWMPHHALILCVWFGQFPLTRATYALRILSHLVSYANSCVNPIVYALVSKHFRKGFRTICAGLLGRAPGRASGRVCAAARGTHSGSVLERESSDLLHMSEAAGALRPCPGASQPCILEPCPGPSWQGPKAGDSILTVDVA
E-sel TNF inh: TNF alpha driven E-selectin expression inhibition; HUVEC TNFa-induced E-selectin immunofluorescence, high content; AID 1246; inhibition, % at 2 µM; actives 0.71% (n = 120,000);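 active = inhibition above the batch mean plus 3 SD, and confirmed as a hit on visual image review, cut at about 43% in these data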;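 also: 0% = TNF-stimulated DMSO wells and 100% = unstimulated control wells; not every result past the cut was called active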
Measles CPE: protection of cells from measles virus. Measles virus-infected cells, CPE protection, absorbance. protection (pct of control), % at 4 µM. actives 1.5% (n = 140,000); in the data active = protection mostly above about 24%, no sharp cut-off; inactive = mostly below about 26%; also: some compounds called inactive have numbers as strong as hits
An asterisk follows results filed as active; · = not tested or not shown.

Values run as follows: MRP1 act | bCat KO growth | NPY Y2 blocker | HCT116 PTEN-null | Yeast growth inh | Yeast life ext | Phagocytosis inh | GALR2 antag | E-sel TNF inh | Measles CPE
COc1ccc(NC(=O)C(c2cc3c(cc2[N+](=O)[O-])OCO3)N(C)C)cc1 (centres undefined)
    -1.5 | 95 | 0 | 98 | -41 | -1 | -1 | 4 | · | 37
COc1ccccc1-n1cnc2cc(C(=O)NC3CCCC3)ccc21
    -0.1 | 100 | 1 | 107 | -31 | · | · | 20 | -28 | 21
CCOCCn1c(=NC(=O)c2cc(Cl)sc2Cl)sc2cc(S(N)(=O)=O)ccc21
    -4.9 | 4.9* | 7 | 5 | -43 | 5 | -3 | -3 | · | 2
Cc1ccc(-c2noc(CN3CCOCC3)n2)cc1
    -1.1 | 94 | 1 | 99 | -17 | -16 | · | -2 | 24 | 25
CC1CCCN(C(=O)C2c3ccccc3C(=O)N3CCc4ccccc4C23)C1 (centres undefined)
    -2.1 | 86 | 15 | 90 | -36 | -10 | 2 | -5 | 7 | 8
CC(=O)c1ccc(OCC(=O)NC2CCS(=O)(=O)C2)cc1 (centres undefined)
    -0.3 | 104 | 2 | 105 | -6 | -15 | -1 | -6 | 45 | 5
COc1ccc(NC(=O)CCCN(C)S(=O)(=O)c2ccc(C)cc2)cc1
    -2.8 | 90 | 0 | 89 | -34 | -1 | -4 | -7 | · | 9
Cc1cc(OCCCn2cnc3ccccc3c2=O)ccc1[N+](=O)[O-]
    -1.5 | 93 | 8 | 90 | -30 | 4 | -10 | -14 | · | 11
CC(C)(C)c1ccc(-c2nnc(SCC(=O)O)n2N)cc1
    -1.0 | 91 | 2 | 100 | -9 | -6 | 0 | 13 | -71 | 7
CC(C)Oc1ccc(C(CC(=O)O)NC(=O)CSc2ncn[nH]2)cc1 (centres undefined)
    0.0 | 98 | 1 | 98 | -35 | -3 | · | 2 | 2 | 47
CCOC(=O)c1c(C)n(C)c2ccc(O)c(CN3CCCCC3)c12
    -3.1 | 49 | 9 | 47 | -24 | -5 | 2 | 1 | -39 | 5
O=C(CCc1ccccc1)NNC(=O)c1ccco1
    -0.4 | 105 | -1 | 109 | -22 | 0 | · | 6 | 1 | 12
CCCCCOC(=O)NCCOC(=O)Nc1ccc(C(=O)OCC)cc1
    -0.8 | 90 | 6 | 81 | -76 | -7 | · | -1 | 8 | 3
CCOCc1nnc(NC(=O)c2ccco2)s1
    -1.6 | 78 | 4 | 89 | -25 | -22 | 3 | 7 | -27 | 14
CC1=C(C(=O)OC(C)C)C(C)NC(=O)N1 (centres undefined)
    -0.7 | 94 | -1 | 102 | -30 | -1 | -2 | 5 | -61 | 12
CCN1CCN(c2cc(C)c3cc(NC(=O)c4ccc5c(c4)OCO5)ccc3n2)CC1
    -5.2 | 12 | 2 | 35 | -7 | 2 | -1 | 14 | · | 0
CCOc1ccc(-n2c(SCC(=O)NC(C)CC)nc3n[nH]c(C)c3c2=N)cc1 (centres undefined)
    -2.6 | 80 | 0 | 96 | -25 | -1 | -1 | 6 | · | 9
COCCCNC(=O)c1ccc(C(=O)NCCCOC)cc1
    -1.9 | 102 | 0 | 98 | -36 | -10 | -1 | -5 | · | 5
O=C(NS(=O)(=O)Oc1ccc(Cl)cc1)OC[C@@H]1CCCN2CCCC[C@H]12
    0.8 | 95 | 0 | 101 | 9 | 3 | -1 | 1 | · | 4
CSc1ncc(Cl)c(C(=O)Nc2cccc3ccccc23)n1
    -2.1 | 77 | 3 | 63 | -22 | -8 | 3 | 8 | · | 9
CC(=O)c1c(C)n([O-])c2cc(C)ccc2[n+]1=O
    -0.3 | 100 | 1 | 106 | -23 | -10 | · | 6 | 7 | 2
CCOCCn1c(CN2CCC(C)CC2)nc2c1c(=O)n(C)c(=O)n2C
    -1.8 | 90 | 3 | 93 | -1 | 9 | · | -5 | -17 | 17
CCCn1c(=O)c2ccccc2n2c(SCc3cc(=O)oc4ccc5ccccc5c34)nnc12
    -2.7 | 98 | 2 | 102 | -23 | -2 | -5 | -1 | · | 10
O=C(/C=C/Sc1ccccc1)c1ccc(Cl)cc1
    -2.6 | 11 | 4 | 8 | -58 | 28* | -2 | 8 | 3 | 18
O=C(c1ccco1)N1CCN(C2=NS(=O)(=O)c3ccccc32)CC1
    -0.3 | 92 | 2 | 105 | -31 | 1 | -3 | 10 | -35 | 22
COc1ccc(-c2ccc(-c3nc4c(c(=O)[nH]c(=O)n4Cc4ccccc4)n3C)o2)c([N+](=O)[O-])c1
    -3.8 | 45 | 3 | 27 | -52 | 4 | -5 | -1 | · | 3
CSC1=C(C#N)C(c2ccc(C)s2)CC(=O)N1 (centres undefined)
    -0.4 | 113 | -1 | 110 | -68 | -10 | -1 | 1 | · | 11
COc1ccc(-n2c(C)cc(/C=C3/SC(=S)N(C)C3=O)c2C)cc1
    1.6 | 76 | 2 | 71 | -52 | 0 | -12 | -1 | -8 | 12
C#CCOC(=O)CCC(=O)Nc1cc(OC)nc(OC)n1
    -2.5 | 99 | 3 | 95 | -23 | -12 | -4 | 14 | 13 | 4
Cc1ccc(-n2ncc3c(=O)n(-c4ccc(C)c(C)c4)c(-c4ccco4)nc32)cc1
    -0.7 | 71 | 2 | 71 | -58 | 6 | -1 | -7 | -18 | 13

Overlap with the part before: two compounds; new compounds follow.
Values run as follows: MRP1 act | bCat KO growth | NPY Y2 blocker | HCT116 PTEN-null | Yeast growth inh | Yeast life ext | Phagocytosis inh | GALR2 antag | E-sel TNF inh | Measles CPE
C#CCOC(=O)CCC(=O)Nc1cc(OC)nc(OC)n1
    -2.5 | 99 | 3 | 95 | -23 | -12 | -4 | 14 | 13 | 4
Cc1ccc(-n2ncc3c(=O)n(-c4ccc(C)c(C)c4)c(-c4ccco4)nc32)cc1
    -0.7 | 71 | 2 | 71 | -58 | 6 | -1 | -7 | -18 | 13
Cc1cccc(NC(=O)C2CCN(S(=O)(=O)c3cccc4nsnc34)CC2)n1
    -4.3 | 91 | -2 | 89 | -30 | -23 | · | -7 | · | 1
O=C(CN1CCN(CC(=O)Nc2ccccc2Cl)CC1)Nc1ccc2c(c1)OCCO2
    -1.8 | 97 | 3 | 102 | -24 | -13 | · | -6 | · | 24
Cc1ccc(CN2CC(C(=O)Nc3nnc(SCc4c(Cl)cccc4Cl)s3)CC2=O)cc1 (centres undefined)
    1.4 | 89 | 1 | 88 | -42 | 7 | -2 | -10 | 6 | 8
COc1ccc(C2N3CC4(C)CN2CC(C)(C3)C4O)cc1OC (centres undefined)
    -0.1 | 102 | 2 | 99 | -16 | · | · | -8 | -46 | 5
CC(C)C(=O)Nc1ccc(C(=O)NNC(=S)NC(=O)c2cccs2)cc1
    1.6 | 69 | -1 | 74 | -37 | 18 | -7 | 5 | · | 4
COC(=O)c1cn(NC(=O)C2CCC(C)CC2)c(=O)c2ccccc12 (centres undefined)
    -1.5 | 84 | 2 | 94 | -25 | -7 | · | -1 | · | 9
O=S(=O)(c1ccccc1)N1c2cc(Cl)ccc2Oc2nc3ccccc3nc21
    -4.5 | 68 | 6 | 71 | -32 | · | · | 7 | 3 | 1
O=C(NNC(=O)c1cccs1)c1ccc(Br)o1
    -0.5 | 91 | 2 | 94 | -45 | 17 | -4 | 3 | · | 7
Cc1cc(C)c(NC(=O)CN2C(=O)NC3(CCCCC3)C2=O)c(C)c1
    -0.6 | 96 | -1 | 97 | -40 | -6 | · | -4 | 6 | 14
O=C(COc1ccc(Cl)cc1Cl)Nc1nc2n(n1)C(c1ccccc1)CC(=O)N2 (centres undefined)
    1.4 | 98 | -1 | 97 | -9 | -7 | 0 | -5 | 21 | 17
Cc1ccc(-n2c(C)cc(-c3csc(N)n3)c2C)cc1
    -3.5 | 53 | 0 | 35 | -28 | -6 | -7 | 0 | 8 | 52*
Brc1ccc2ncnc(NCc3ccccc3)c2c1
    -4.3 | 35 | 7 | 37 | 8 | -4 | · | 23 | -2 | 14
CCOC(=O)C(Sc1nnc2c3ccccc3n(CC)c2n1)C(=O)OCC
    -1.4 | 93 | 4 | 94 | -42 | -7 | 0 | -5 | -11 | 15
Cc1ncc([N+](=O)[O-])n1Cc1ccccc1
    -1.9 | 88 | 0 | 97 | -5 | 6 | 4 | 5 | 11 | 18
CCCc1nnc(NC(=O)CCC(=O)O)s1
    -1.3 | 97 | 2 | 105 | -36 | -2 | 2 | 8 | · | 13
COC(=O)Cc1cc(=O)n2[nH]c(C)nc2n1
    0.6 | 95 | 3 | 106 | -32 | -4 | -2 | 14 | 14 | 16
COc1ccccc1-c1cc(C(=O)NCc2ccco2)no1
    -1.0 | 92 | 4 | 91 | -16 | -22 | 0 | 13 | -4 | 3
CCOC(=O)N1CCN(Cc2nc(N)nc(Nc3ccc(OC)cc3)n2)CC1
    -1.5 | 95 | 4 | 100 | -2 | -1 | 0 | -17 | -1 | 5
O=C(CNC(=S)N(CCCN1CCOCC1)Cc1cccs1)N1CCOCC1
    -1.9 | 101 | 2 | 98 | -11 | -2 | -7 | 7 | 13 | 2
CC1(C)CC(=O)C(C=NCCCN2CCCC2=O)=C(O)C1
    1.2 | 90 | 1 | 106 | -29 | -6 | -1 | -6 | · | 4
COc1ccc(NC(=O)CCC2COc3ccccc3O2)c(OC)c1 (centres undefined)
    -0.2 | 94 | 4 | 99 | -37 | -6 | -3 | 7 | -6 | 20
CS(=O)(=O)N(CCc1ccccc1)CC(=O)Nc1ccccc1
    -0.9 | 89 | -1 | 99 | -27 | -2 | -4 | 7 | 2 | 3
CC(CO)(CO)NCc1ccc(-c2ccccc2)cc1
    -2.5 | 88 | 3 | 65 | -40 | 2 | -1 | -8 | 4 | 11
CCOC(=O)C1CCN(S(=O)(=O)c2cccc(-c3cn4cccnc4n3)c2)CC1
    -3.2 | 70 | 0 | 73 | -18 | -7 | -1 | 7 | 39 | 9
CC(C)COCC1CC2(CC(C)(c3csc(N)n3)OC2=O)C(=O)O1 (centres undefined)
    0.0 | 94 | 1 | 91 | -41 | -12 | -4 | 11 | · | 4
CS(=O)(=O)N(Cc1ccc(C(=O)NCc2ccco2)cc1)c1ccccc1
    -4.2 | 95 | 5 | 103 | -14 | -27 | · | -2 | -7 | 34*

Some of these compounds in order of molar mass, smallest number first:
Values run as follows: MRP1 act | bCat KO growth | NPY Y2 blocker | HCT116 PTEN-null | Yeast growth inh | Yeast life ext | Phagocytosis inh | GALR2 antag | E-sel TNF inh | Measles CPE
Cc1ncc([N+](=O)[O-])n1Cc1ccccc1
    -1.9 | 88 | 0 | 97 | -5 | 6 | 4 | 5 | 11 | 18
COc1ccc(NC(=O)CCC2COc3ccccc3O2)c(OC)c1 (centres undefined)
    -0.2 | 94 | 4 | 99 | -37 | -6 | -3 | 7 | -6 | 20
CC(C)C(=O)Nc1ccc(C(=O)NNC(=S)NC(=O)c2cccs2)cc1
    1.6 | 69 | -1 | 74 | -37 | 18 | -7 | 5 | · | 4
CCOC(=O)C1CCN(S(=O)(=O)c2cccc(-c3cn4cccnc4n3)c2)CC1
    -3.2 | 70 | 0 | 73 | -18 | -7 | -1 | 7 | 39 | 9
Cc1cccc(NC(=O)C2CCN(S(=O)(=O)c3cccc4nsnc34)CC2)n1
    -4.3 | 91 | -2 | 89 | -30 | -23 | · | -7 | · | 1
